# Screens: PubChem BioAssay, National Center for Advancing Translational Sciences (NCATS)
# Tb PGK inh = qHTS Assay to Find Inhibitors of Phosphoglycerate Kinase | Phosphoglycerate kinase, glycosomal (Trypanosoma brucei brucei), P07378 | PGK/GAPDH coupled, Kinase-Glo luminescence, 60 min | Potency, µM (titrated, usually from 57.5 µM), without a hit: top-dose activity change, negative = inhibition, actives largely listed as inhibitors | 0.043% of 380,000 active; note: potency is the fitted concentration of half-maximal effect; % is set by controls: 0 for no effect and ±100 for the full control effect; nearly all actives have a fitted effect of over 60% in size
#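 Luminescent ATP detection (Kinase-Glo Plus) follows a 60-minute room-temperature incubation, with wells lacking PGK as controls. Buffer: 100 mM TEA (pH 7.6), 5 mM MgCl2, 0.01% Tween-20. Coupling enzyme GAPDH (100 nM final) supplies unstable 1,3-BPG in-well.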
# TrxR1 substrate = qHTS Assay for Substrates of Mammalian Selenoprotein Thioredoxin Reductase 1 (TrxR1): qHTS; 0.01% of 390,000 active; Potency, µM (doses to about 114 µM), for inactives: at the top dose activity change, negative = substrate turnover; purified TrxR1 substrate turnover, NADPH consumption readout; AID 588456, 2011; note: potency is the fitted concentration of half-maximal effect; % is set by controls: 0 for no effect and ±100 for the full control effect; nearly all actives have a fitted effect of over 50% in size
#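 Rat TrxR1, dispensed at 90 nM, was prereduced with 400 uM NADPH (final) for 5 min at ~22 deg C, then incubated with compound 15 min before 400 uM selenite. A first-read NADPH fluorescence drop versus no-compound background flagged substrates.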
# USP1-UAF1 inh = Inhibitors of USP1/UAF1: Primary Screen | Ubiquitin carboxyl-terminal hydrolase 1 (Homo sapiens), O94782 | recombinant USP1/UAF1, Ub-Rhodamine cleavage fluorescence | Potency, µM (top dose mostly 57.1 µM), for the others: at the top dose activity change, negative = inhibition, actives largely listed as inhibitors | 0.23% of 390,000 active | AID 743255, 2014; note: potency is the fitted concentration of half-maximal effect; % is set by controls: 0 for no effect and ±100 for the full control effect; nearly all actives have a fitted effect of over 60% in size; inactives centre near -12
#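 1 nM enzyme complex + cpd, 15 min RT; start with Ub-Rho 150nM final; kinetic fluorescence ex 480/em 540, 6 reads q60 s. Buffer 50mM HEPES pH 7.8, 0.5mM EDTA, 0.1 mg/ml BSA, 1mM TCEP, 0.01% Tween-20.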
# IDH1 R132H inh = qHTS for Inhibitors of mutant isocitrate dehydrogenase 1 (IDH1): qHTS. Isocitrate dehydrogenase [NADP] cytoplasmic (Homo sapiens), O75874. IDH1-R132H enzyme, NADPH consumption, diaphorase/resazurin fluorescence. Potency, µM (titrated, usually from 76.6 µM), without a hit: top-dose activity change, negative = inhibition, usual class: inhibitors. AID 602179, 2012. 0.093% of 390,000 active; note: potency is the fitted concentration of half-maximal effect; % is set by controls: 0 for no effect and ±100 for the full control effect; nearly all actives have a fitted effect of over 65% in size
# Target sequence (O75874 whole entry R132H, stated change not applied): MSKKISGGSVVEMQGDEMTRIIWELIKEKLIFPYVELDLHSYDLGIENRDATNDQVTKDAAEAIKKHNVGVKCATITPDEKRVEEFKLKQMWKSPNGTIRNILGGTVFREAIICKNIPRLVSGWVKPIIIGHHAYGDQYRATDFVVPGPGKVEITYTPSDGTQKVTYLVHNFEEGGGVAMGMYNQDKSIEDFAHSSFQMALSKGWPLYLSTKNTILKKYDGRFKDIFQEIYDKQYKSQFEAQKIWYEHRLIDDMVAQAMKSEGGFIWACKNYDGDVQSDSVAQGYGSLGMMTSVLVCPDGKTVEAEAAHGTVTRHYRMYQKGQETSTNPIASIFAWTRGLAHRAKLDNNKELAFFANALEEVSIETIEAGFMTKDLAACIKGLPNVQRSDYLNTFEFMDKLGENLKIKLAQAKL
#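 IDH1-R132H (0.5 ug/mL dispensed) in pH 7.5 Tris buffer was preincubated 30 min with compound, then given a substrate mix of 0.016 mM NADPH and 2 mM alpha-KG for 80 min at room temperature; remaining NADPH was read by diaphorase/resazurin fluorescence.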
# rTrxR1 inhibitor = qHTS Assay for Inhibitors of Mammalian Selenoprotein Thioredoxin Reductase 1 (TrxR1): qHTS; Potency, µM (top dose mostly 114 µM), for the others: top-dose activity change, negative = inhibition, usual class: inhibitors; 1% of 390,000 active; AID 588453, 2011; recombinant rTrxR1, NADPH fluorescence consumption, selenite substrate; note: potency is the fitted concentration of half-maximal effect; % is set by controls: 0 for no effect and ±100 for the full control effect; nearly all actives have a fitted effect of over 65% in size
#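 Rat TrxR1 (90 nM in the dispensed reagent) was pre-reduced with 400 uM NADPH for 5 min at room temperature, then incubated with compound for 15 min. After 400 uM selenite was added, NADPH fluorescence (Ex 340/Em 450 nm) was followed for 8 min.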
# PI4K2A block = qHTS for small molecular inhibitors of PI4K2A | 0.13% of 420,000 active | Phosphatidylinositol 4-kinase type 2-alpha (Homo sapiens), Q9BTU6 | AID 1346378, 2018 | activity change, negative = inhibition, % at 76.9 µM | purified PI4K2A, ADP-Glo luminescence, 1 h; stronger effect = lower value; in the data active = activity change below about -50%; inconclusive = mostly about -30% to -49%;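 note: -100% = wells without enzyme as full effect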
#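 Compounds are screened against recombinant PI4K2A using PI as substrate and ATP, the latter dispensed at 300 microM. Reactions run one hour at ambient temperature before ADP-Glo detection; full inhibition defined by wells lacking enzyme.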
# HP1b chromo inh = HTS for Inhibitors of HP1-beta Chromodomain Interactions with Methylated Histone Tails | Chromobox protein homolog 1 (Homo sapiens), P83916 | AID 540317, 2011 | Potency, µM (highest dose often 114 µM), for inactives: top-dose activity change, negative = inhibition, hits mostly inhibitors | AlphaScreen HP1-beta / biotin-H3K9me3 peptide binding | 0.56% of 390,000 active; note: potency is the fitted concentration of half-maximal effect; nearly all actives have a fitted effect of over 70% in size; inactives centre near 23
#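 HP1-beta protein (50 nM final) preincubated 30 min at room temperature with biotinylated H3(1-18)K9me3 peptide (50 nM) in PBS pH 7.4, 0.01% Tween-20, then compound added for 30 min. AlphaScreen streptavidin donor/nickel chelate acceptor beads (10 ug/mL final), 30 min dark, luminescence read.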
# GLS inhibitor = qHTS for Inhibitors of Glutaminase (GLS) | AID 624170, 2012 | Glutaminase kidney isoform, mitochondrial (Homo sapiens), O94925 | GLS enzymatic activity, qHTS titration | 0.21% of 410,000 active | Potency, µM (titrated, usually from 45.5 µM), for inactives: top-dose activity change, negative = inhibition, actives largely listed as inhibitors; note: potency is the fitted concentration of half-maximal effect; % is set by controls: 0 for no effect and ±100 for the full control effect
# Target sequence (O94925 whole entry, looked up, canonical isoform): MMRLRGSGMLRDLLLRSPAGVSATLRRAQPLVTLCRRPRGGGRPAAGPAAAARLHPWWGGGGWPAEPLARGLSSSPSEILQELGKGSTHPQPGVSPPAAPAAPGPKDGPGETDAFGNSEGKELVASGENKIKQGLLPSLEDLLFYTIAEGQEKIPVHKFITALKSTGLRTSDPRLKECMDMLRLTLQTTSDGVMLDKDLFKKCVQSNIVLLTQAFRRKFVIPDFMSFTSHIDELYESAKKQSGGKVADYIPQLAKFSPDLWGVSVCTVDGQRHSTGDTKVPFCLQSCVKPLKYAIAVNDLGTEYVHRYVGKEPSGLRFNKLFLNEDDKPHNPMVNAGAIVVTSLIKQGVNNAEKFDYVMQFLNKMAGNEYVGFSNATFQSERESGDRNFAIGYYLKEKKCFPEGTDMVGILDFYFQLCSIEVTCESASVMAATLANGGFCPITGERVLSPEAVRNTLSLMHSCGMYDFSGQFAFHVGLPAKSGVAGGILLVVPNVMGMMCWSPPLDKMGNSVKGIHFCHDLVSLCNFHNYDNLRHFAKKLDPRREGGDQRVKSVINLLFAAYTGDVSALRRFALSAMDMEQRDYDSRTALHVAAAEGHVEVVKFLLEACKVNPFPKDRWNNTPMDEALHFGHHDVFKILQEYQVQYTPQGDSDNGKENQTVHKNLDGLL
#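 Human kidney-isoform GLS in 45 mM KH2PO4 pH 8.2, 0.02% Tween-20, with compound, started with 1mM L-Glutamine (added stock). Glutamate oxidase/HRP/Amplex red coupled fluorescence read at start and after 30 min at RT.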
# Pin1 inhibitor = qHTS Assay to Find Inhibitors of Pin1 | Peptidyl-prolyl cis-trans isomerase NIMA-interacting 1 (Homo sapiens), Q13526 | Pin1 FP peptide displacement, HiFluor488, 10 min | Potency, µM (highest dose often 115 µM), for the others: at the highest dose activity, negative = inhibition, most hits filed as inhibitors | 0.009% of 390,000 active; active = well fitted inhibition curve with a large enough effect in the polarisation, with a control signal flat, not every such curve was filed as active; inconclusive = small, poorly fitted or top-dose-only effect, or effect the other way, or a change in a side signal; inactive = no such curve, though single readings can be large or run the other way; the % refers to the polarisation; note: potency is the fitted concentration of half-maximal effect; % is set by controls: 0 for no effect and ±100 for the full control effect
# An asterisk follows results filed as active; i = inactive; ? = inconclusive; · = no result given; [ ] = dose if it differs, or a comment. Unless noted, calls come from the whole dose curve; as a rule, active = well fitted curve in the direction sought with a large enough effect; inconclusive = small, poorly fitted or top-dose-only effect, or another doubt; inactive = no such curve, though single readings can be large; an effect the other way counts as inactive or inconclusive.
# Sample of the layout, three compounds:
SMILES,Tb PGK inh,TrxR1 substrate,USP1-UAF1 inh,IDH1 R132H inh,rTrxR1 inhibitor,PI4K2A block,HP1b chromo inh,GLS inhibitor,Pin1 inhibitor
O=C(Nc1ccc2c(c1)OCO2)c1cn(Cc2ccc(F)cc2)nn1,-1%,5%,-16%,4%,12%,-8,0%,0%,-9%
C[C@@H]1CN([C@@H](C)CO)C(=O)CCCn2nncc2CO[C@H]1CN(C)C(=O)Oc1ccccc1,-2%,·,-22%,15%,·,-5,·,-1%,·
O=C(O)Cn1cc(/C=C2\C(=O)NC(=O)N(c3ccc(Cl)cc3)C2=O)c2ccccc21,-3%,-18%,-21%,0%,?,-18,29%,-9%,33%[activator]

# All compounds of this part, previewed entries included:
SMILES,Tb PGK inh,TrxR1 substrate,USP1-UAF1 inh,IDH1 R132H inh,rTrxR1 inhibitor,PI4K2A block,HP1b chromo inh,GLS inhibitor,Pin1 inhibitor
O=C(Nc1ccc2c(c1)OCO2)c1cn(Cc2ccc(F)cc2)nn1,-1%,5%,-16%,4%,12%,-8,0%,0%,-9%
C[C@@H]1CN([C@@H](C)CO)C(=O)CCCn2nncc2CO[C@H]1CN(C)C(=O)Oc1ccccc1,-2%,·,-22%,15%,·,-5,·,-1%,·
O=C(O)Cn1cc(/C=C2\C(=O)NC(=O)N(c3ccc(Cl)cc3)C2=O)c2ccccc21,-3%,-18%,-21%,0%,?,-18,29%,-9%,33%[activator]
Cc1occc1C(=O)N1CCC2(CC1)OCCO2,-5%,2%,-10%,0%,8%,-4,42%[activator],-13%,-1%
Nc1cccc2c(O)cccc12,-9%,32%[57.1 µM],?,6%,18%[57.1 µM],-2,-5%,13µM*,-3%
Cc1ccc(C2SCC(=O)Nc3c2c(=O)[nH]n3C2CCOC(C)(C)C2)cc1 (stereo not drawn),-5%,9%[57.1 µM],-24%,-1%,11%[57.1 µM],-11,16%,-16%,1%
Cc1ccc(N2C(=O)NC(=O)/C(=C\c3ccoc3)C2=O)cc1,-15%,4%[57.1 µM],-31%,0%,-11%[57.1 µM],-7,16%,-8%,?
CC(=NCCN1CCCCC1)c1c(O)n(Cc2ccccc2)c(=O)[nH]c1=O,-9%,8%,-19%,2%,?,5,39%[activator],-15%,?
COC(=O)C1=C(c2cccc(OC)c2OC)C[C@@H]2CC[C@H]1N2C(=O)N1CCC(C)CC1,-1%,0%,-23%,1%,1%,-1,14%,-6%,-12%
COc1ccc(C(=O)Nc2ccc(-c3nc4ccccc4s3)cc2C)cc1Cl,-3%,31%[activator],4%,8%,23%,-2,28%,9%,3%
N=C1c2ccccc2CN1c1ncccn1,-1%,-3%,-3%,-3%,15%[57.1 µM],-1,12%,3%,?
C[C@]12CCC3C(CC[C@H]4C[C@@H](O)CC[C@]34C)C1C[C@@H](Br)[C@@H]2O (stereo partly drawn),-1%,-4%,-2%,0%,3%,-3,32%,-3%,-2%
COc1ccc(CCn2c(O)c(C=Nc3ccc(F)cc3)c(=O)[nH]c2=O)cc1OC,-8%,21%,2%,3%,14%,-1,20%,-3%,15%
C[C@@]1([C@@H](NP(=O)(c2ccccc2)c2ccccc2)c2ccccc2)C[C@H]1CCO,-5%,-5%[57.1 µM],11%,-3%,-18%[57.1 µM],3,22%,-5%,-4%
CCCN1CC(C)C(OC(C)=O)(c2ccccc2)CC1C (stereo not drawn),0%,-6%,-4%,1%,-2%,-11,16%,7%,-1%
COC(=O)C1C2c3ccccc3OC1(C)N=c1s/c(=C/c3cnn(C)c3)c(=O)n12 (stereo not drawn),4%,-1%[57.1 µM],-5%,0%,-11%[57.1 µM],18,28%,-1%,-1%
NCCc1ccc(OCc2ccccc2)c(OCc2ccccc2)c1,-6%,-3%,-9%,-5%,-12%,5,15%,-2%,-1%
O=C(Cc1coc2cc3c(cc12)CCC3)OCC(=O)N1CCCC1=O,-2%,1%,-17%,0%,17%,0,57%[activator],-15%,-18%
CCCCn1c(O)c(C(CC)=NCCCN(C)C)c(=O)[nH]c1=O,i,3%,-29%,11%,-16%,-4,47%[activator],4%,-2%
COC(=O)C1=C(c2ccc(OCc3ccccc3)cc2)C[C@@H]2CC[C@H]1N2C(=O)NCc1cccc(OC)c1,-7%,5%,-23%,0%,33%,0,28%,-6%,16%
CN1C(=O)C[N+]([O-])=C(c2ccccc2)c2cc(Cl)ccc21,-1%,-4%,-7%,-1%,14%,8,3%,-21%,-9%
COP(=O)(OC)c1nc(-c2ccc([N+](=O)[O-])cc2)oc1N1CCCCC1,-2%,-5%,-7%,1%,-1%,-3,20%,-1%,29%
CCC(C)C12CN3CCN(CC(C)(C3)C1O)C2 (stereo not drawn),10%,0%,-16%,-10%,7%,2,29%,4%,-1%
O=C1NC(=O)N(CC2CCCO2)C(=O)/C1=C/c1cccs1 (stereo not drawn),-13%,10%,-22%,-1%,-20%,-14,28%,16%,?
COc1cc2c(c(OC)c1OC)-c1ccc(O)cc1C(NC(C)=O)CC2 (stereo not drawn),i,4%,-4%,0%,16%,4,30%,25%,-2%
C=CCn1c(O)c(C(CC)=NC(C)c2ccccc2)c(=O)[nH]c1=O (stereo not drawn),-3%,6%[57.1 µM],-11%,-2%,-7%,-3,25%,-7%,8%
Cc1cccc(Cn2cccc(C(=O)Nc3ccc4c(c3)OCCO4)c2=O)c1,i,-2%[57.1 µM],?,8%,8%[57.1 µM],-5,33%,0%,0%
CN1C(=O)C(=Cc2ccc(N3CCCCCC3)o2)C(=O)N(C)C1=S,-7%,-9%,25µM*,-1%,3%[57.1 µM],2,-50%,2%,?
COc1ccc(NC(=O)c2sc3nc4c(cc3c2N)N2CCC4CC2)cc1OC,1%,3%[57.1 µM],1%,0%,11%[57.1 µM],-2,36%,9%,-1%
CCOc1cc2c(cc1OCC)-n1cccc1C(c1cccc(F)c1F)NC2 (stereo not drawn),-10%,5%,-23%,11%,24%,-3,?,6%,-4%
COC(=O)C1=CO[C@@H](C)[C@H]2CN3CC[C@]4(C(=O)Nc5ccccc54)[C@@H]3C[C@H]12,17%,1%,8%,-10%,8%,0,19%,3%,-1%
Cc1ccc(NC(=O)COc2ccc(-c3nn(C)c(=O)c4ccccc34)cc2)c(C)c1,·,5%,?,·,12%,4,32%,-8%,9%
CCNc1nc2[nH]c(=O)c3c(c2s1)OC(N)=C(C#N)C3c1cccs1 (stereo not drawn),5%,-1%,-19%,-3%,-9%,-4,28%,14%,?
CC1=CC(=O)OC2CC3OC4C[C@@H](C)C5OC6CC7O[C@]8(C)C/C=C\C9OC%10CC%11OC(CC(C)C%12OCCO%12)CC(O)[C@]%11(C)OC%10CC9OC8C[C@]7(C)O[C@]6(C)CCC5OC4C[C@]3(C)OC12 (stereo partly drawn),-1%,-9%,-15%,-7%,2%,-5,20%,-1%,1%
OCCN(CC#CC(O)(c1ccccc1)C1CCCC1)CCO (stereo not drawn),-5%,1%,-16%,3%,5%,1,23%,10%,3%
C=CCc1cc(OC)c2c(c1)OCO2,0%,5%,-13%,-7%,11%,0,7%,1%,-6%
CCOS(C)(=O)=O,-9%,10%,-20%,4%,43%[activator],2,59%[activator],0%,-4%
CCOc1ccc(N)cc1,1%,-4%,0%,25%,-5%,-5,15%,10%,6%
O=[N+]([O-])c1ccc(-c2ccc(C=Nc3cccc4ccccc34)o2)cc1,-8%,157%[activator],?,14%,38%[activator],1,?,-27%,2%
CC1=CC2OC3CC4OC(=O)C=CC=CC(C(C)O)OCC(O)C5(C)OC5C(=O)OCC2(CC1O)C4(C)C31CO1 (stereo not drawn),-11%,-10%,-6%,5%,-12%,-2,14%,1%,-2%
CCOC(=O)Cn1c(-c2ccccc2)ccc(C#N)c1=O,-7%,-4%[57.1 µM],-11%,15%,-15%[57.1 µM],5,91%[activator],2%,2%
COc1ccc(C(=O)C2CCCN(Cc3ccsc3)C2)cc1OC (stereo not drawn),6%,3%,-25%,-3%,9%,0,30%,-4%,1%
CC(=O)OC1N=C(c2ccccc2)c2ccccc2NC1=O (stereo not drawn),-5%,2%[57.1 µM],-1%,3%,-1%[57.1 µM],6,17%,-3%,-4%
Cc1ccsc1/C=N/NC(=O)Cc1cc(=O)[nH][nH]1,0%,-5%,-15%,11%,0%,-8,67%[activator],17%,-18%
CCC1=CCN(CCc2c(C)[nH]c3ccccc23)CC1,-12%,7%,?,10%,2%,1,8%,16%,-9%

# This is a subset; count on the stated rates, not on these rows.
